IL1B NFkB pot: enhances IL-1B driven NFkB nuclear translocation; HUVEC IL-1B NFkB p65 nuclear translocation imaging; activation, % at 2 µM; 0.3% of 94,000 active; AID 819;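 active = activation above 40%, about the mean plus 3 SD, also judged a hit on visual image review; inconclusive = activation above 40% but not a hit on visual review; inactive = activation not above 40% and no visual hit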;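 also: percent activation is computed from the nuclear over cytoplasmic p65 intensity ratio; values of inactives mirror those of a sister screen read the other way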
Bcl-B TR3 displacers: displacers of TR3 peptide from Bcl-B, primary screen, selectivity assay for Bfl-1 inhibitor project, biochemical, fluorescence polarization; 0.11% of 96,000 active; displacement, % at 20 µM, or IC50 in µM where a hit was titrated; AID 748; FP displacement of FITC-TR3 peptide from Bcl-B; higher % means a stronger effect;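 active = displacement above 50% at 20 µM plus a fluorescence interference ratio under 1.5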;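 also: plate controls were wells without compound for no effect and wells lacking Bcl-B protein for full effect; a part of the inactive calls stands beside numbers as strong as those of hits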
PLAP inhibition: inhibition of human placental alkaline phosphatase – biochemical, luminescence, HTS (AID 690) | 0.08% of 96,000 active | inhibition, % at 20 µM; hits with a dose series show IC50 in µM | purified PLAP, luminescent substrate; higher % means a stronger effect; in the data active = a potency from the dose series; inactive = the rest, 99 in 100 with inhibition below about 30%; also: strong numbers were not always called active
IL1B NFkB inh: blocks IL-1B driven NFkB nuclear translocation in HUVEC cells | HUVEC IL-1B NFkB p65 nuclear translocation imaging | 0.43% of 94,000 active | inhibition, % at 2 µM;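 active = inhibition above about 30% together with a positive call from visual inspection of the well image, limit read from the data; inconclusive = inhibition above a set limit but visual check negative; inactive = inhibition not above a set limit, visual check negative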;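 also: nuclear over cytoplasmic p65 intensity ratio measured by imaging; 0% = IL-1B stimulated DMSO wells and 100% = unstimulated DMSO wells; values of inactives mirror those of a sister screen read the other way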
MRP reversal: MRP-mediated drug resistance reversal | H69AR cells + 2 uM doxorubicin, CellTiter-Glo, 72 h | differential viability (reversal), % at 10 µM | 0.04% of 85,000 active | AID 602;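 active = viability drop by adding the cancer drug above about 55%, with treated viability meeting a 40% cutoff, limit read from the data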;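 also: viability without doxorubicin minus viability with 2 µM doxorubicin for each compound; larger differential means the compound sensitizes cells more to doxorubicin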
MRP reversal cytotoxicity: also measured in MRP reversal; calls as there; viability, %; H69AR cells, CellTiter-Glo, 72 h; measured here: cytotoxicity without doxorubicin
MRP reversal with doxorubicin: also measured in MRP reversal; calls as there; viability, %; measured here: viability with 2 uM doxorubicin; stronger effect = lower value
IL1B NFkB inh cell count 2 µM: further read-out of IL1B NFkB inh, marked with its call; cell count; measured here: cells passing quality filter;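 raw number of nuclei counted in each imaged well without normalization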
IL1B NFkB pot cell count 2 µM: recorded beside IL1B NFkB pot, whose call it bears; cell count; measured here: cells passing quality filter
* hit, by the source's call; ? = inconclusive; / = no result given. These rows are one share of the data; count on the stated rates, not on these rows.

nr | canonical_smiles | IL1B NFkB pot | IL1B NFkB pot cell count 2 µM | Bcl-B TR3 displacers | PLAP inhibition | IL1B NFkB inh | IL1B NFkB inh cell count 2 µM | MRP reversal | MRP reversal cytotoxicity | MRP reversal with doxorubicin
1 | Cn1c(-c2ccccc2)cccc1=O | -6.3 | 111 | 7.0% | -16.8% | 6.3 | 111 | -2.3 | 97.5 | 99.8
2 | CCOc1ccc(Cn2nnc(C(=O)NCc3ccc(OC)cc3)c2N)cc1 | -0.5 | 57 | 4.3% | 7.0% | 0.5 | 57 | 9.5 | 103.1 | 93.7
3 | CCS(=O)(=O)Nc1c(C(=O)OC)[nH]c2ccccc12 | 12.2 | 132 | 4.2% | -11.0% | -12.2 | 132 | -11.2 | 96.0 | 107.2
4 | COC(=O)c1cc(=O)n(Cc2ccc3c(c2)OCO3)c(=Nc2ccc(F)cc2)s1 | 8.4 | 180 | -0.6% | 15.6% | -8.4 | 180 | 4.2 | 7.9 | 3.7
5 | CCCCCCNc1nc(NCc2ccco2)nc(OCC)n1 | 1.9 | 139 | -31.5% | -7.9% | -1.9 | 139 | -23.2 | 62.4 | 85.7
6 | O=C1CC(c2c[nH]c3ccccc23)C(=O)N1 (stereo not given) | -14.8 | 118 | -6.1% | 2.3% | 14.8 | 118 | 7.8 | 104.8 | 97.0
7 | CCN=C(NCC)SC1CC(=O)N(c2ccc(OC)cc2)C1=O (stereo not given) | -5.7 | 104 | 10.3% | 21.4% | 5.7 | 104 | -0.7 | 98.2 | 98.9
8 | CC1(C)N=C(/C=N/O)CN1O | -1.9 | 173 | -4.1% | -5.8% | 1.9 | 173 | 5.6 | 87.8 | 82.2
9 | COc1ccccc1CN1CCSCC1 | / | / | -4.1% | 13.6% | / | / | -6.7 | 92.2 | 98.9
10 | Cc1ccccc1NC(=O)Cc1cn(C)c2ccccc12 | 17.5 | 184 | 8.5% | 8.3% | -17.5 | 184 | 1.7 | 95.3 | 93.6
11 | C=CCNC(=O)C(C#N)c1nc2ccccc2nc1N1CCCCCC1 (stereo not given) | 11.0 | 100 | 17.4% | -49.6% | -11.0 | 100 | -14.1 | 61.1 | 75.2
12 | COc1cc(/C=C2\OC(=O)c3c(OC)cccc32)ccc1O | 12.2 | 156 | -1.6% | -1.3% | -12.3 | 156 | / | / | /
13 | Cc1cccc(C)c1N1C(=O)CC(N(O)c2ccccc2)C1=O (stereo not given) | 8.9 | 97 | -3.5% | 4.8% | -8.9 | 97 | 3.7 | 88.5 | 84.8
14 | Cn1cc(SCC(=O)Nc2ccc3c(c2)OCO3)c2ccccc21 | -8.8 | 54 | -5.3% | 4.9% | 8.8 | 54 | 10.3 | 106.4 | 96.0
15 | Cc1ccc(C(=O)Nc2ccc(N3CCOCC3)nc2)cc1 | 4.2 | 162 | 1.5% | 16.7% | -4.2 | 162 | / | / | /
16 | COC(=O)CNC(=O)CN1C(=O)N(c2ccc(Cl)cc2)C(N(O)C(=O)Nc2ccc(Cl)cc2)C1(C)C (stereo not given) | -15.3 | 163 | 14.5% | -10.2% | 15.3 | 163 | 13.5 | 104.2 | 90.7
17 | Cc1ccc(S(=O)(=O)NC2=NCN(C3CCN(Cc4ccccc4)CC3)CN2)cc1 | -4.9 | 115 | -10.4% | -64.1% | 4.9 | 115 | -6.8 | 69.6 | 76.4
18 | COc1ccccc1N1CCN(/N=C\c2ccc(C)o2)CC1 | 0.6 | 66 | -9.1% | -22.2% | -0.6 | 66 | / | / | /
19 | CC(=O)N1c2ccc(S(=O)(=O)CCC(=O)O)cc2CC1C (stereo not given) | 7.3 | 107 | -0.6% | 8.8% | -7.3 | 107 | 3.6 | 87.3 | 83.7
20 | CCOc1ccc(N2CC(C(=O)Nc3cccc(C)c3C)CC2=O)cc1 (stereo not given) | -11.0 | 135 | 0.4% | 0.7% | 11.0 | 135 | / | / | /
21 | Cc1cc(C)c(S(=O)(=O)N2CCC(C(=O)NCc3ccco3)CC2)c(C)c1 | -2.2 | 193 | -7.6% | -4.3% | 2.2 | 193 | -1.4 | 101.8 | 103.2
22 | COc1ccc(C=NCC2COc3ccccc3O2)cc1OC (stereo not given) | / | / | 7.7% | 8.1% | / | / | -1.0 | 95.2 | 96.2
23 | CCOC(=O)C1=NN(c2ccc(F)cc2)C2=NC(C)=C(C(=O)OC)C(c3cccs3)N12 (stereo not given) | -10.2 | 110 | / | / | 10.2 | 110 | 0.4 | 95.2 | 94.8
24 | COC(=O)CSC1=C(C#N)C(c2ccccc2OC)C(C(=O)OC)C(=O)N1 (stereo not given) | -3.4 | 114 | -0.9% | 5.0% | 3.4 | 114 | 6.8 | 94.8 | 88.0
25 | Cc1c(C(=O)N2CCCCC2)sc(NC(=O)C(C)C)c1C#N | 2.2 | 132 | -8.6% | -19.6% | -2.2 | 132 | 7.7 | 100.3 | 92.6
26 | CNC(=O)C1C2C=CC3(O2)C1C(=O)N(C1CC1)C3C(=O)NCc1ccc(OC)cc1 (stereo not given) | 10.6 | 164 | 1.7% | 0.3% | -10.6 | 164 | -3.7 | 93.7 | 97.4
27 | CC(C)(C)NC(=O)CSc1nc(-c2ccccc2)c(-c2ccccc2)[nH]1 | -9.2 | 141 | 8.7% | 6.7% | 9.2 | 141 | / | / | /
28 | COc1ccc(C(=O)c2ccc(OC)c(OC)c2)cc1OC | 0.9 | 48 | -5.9% | 10.0% | 1.2 | 48 | -17.0 | 51.4 | 68.4
29 | CCO/C=C1/C(=O)N(CC)c2ccccc21 | -5.1 | 85 | -8.7% | 4.3% | 5.1 | 85 | -4.7 | 98.3 | 103.0
30 | CC(=O)NCC(=O)OCC(=O)c1ccc(C)c(C)c1 | ? | / | -7.2% | 8.6% | -44.1 | 125 | -4.0 | 97.9 | 101.9
31 | O=C(NCC1CCCO1)C1CCC(=O)N1Cc1ccccc1Cl (stereo not given) | 10.5 | 207 | 5.3% | -16.7% | -10.5 | 207 | / | / | /
32 | COc1ccc(OC)c(S(=O)(=O)N2CCC(C(=O)Nc3ccc(C)c(C)c3)CC2)c1 | 11.6 | 184 | -2.9% | -61.9% | -11.6 | 184 | -12.0 | 70.2 | 82.2
33 | CC(C)N(c1ccccc1)c1ccc(NC(=O)C2CCCO2)cc1 (stereo not given) | / | / | 11.5% | -9.7% | / | / | 22.8 | 115.7 | 92.9
34 | COc1cc(CC(NC(C)=O)C(=O)NC2CCN(c3nc(C)cc(C)c3C#N)CC2)cc(OC)c1 (stereo not given) | / | / | -0.7% | -4.6% | / | / | 3.7 | 76.3 | 72.6
35 | COc1ccccc1N1CSC2=C(C#N)C(c3ccc(SC)cc3)CC(=O)N2C1 (stereo not given) | -3.6 | 159 | -37.5% | -33.7% | 3.6 | 159 | -6.8 | 94.6 | 101.5
36 | Cc1ccc(S(=O)(=O)Nc2cc(C(=O)NCCN3CCCC3)ccc2N2CCCCC2)cc1 | 25.2 | 100 | -6.5% | -45.6% | -25.2 | 100 | 22.7 | 77.8 | 55.1
37 | Cn1c(=O)c2cn(-c3ccccc3)cc2n(C)c1=O | ? | / | 3.2% | 0.4% | -75.1 | 79 | -7.7 | 81.4 | 89.1
38 | COC(=O)Sc1nc(N2CCOCC2)c2c(c1C#N)CC(C)(C)OC2 | 31.0 | 109 | -3.5% | -52.6% | -31.0 | 109 | -26.9 | 47.2 | 74.1
39 | O=C1c2cccc3c(N4CCCCC4)ccc(c23)C(=O)N1c1ccccn1 | 3.1 | 115 | 35.2% | 6.9% | -3.1 | 115 | / | / | /
40 | CC(=O)c1c(C)[nH]c(C(=O)CSc2nc3ccccc3n2C)c1C | 7.2 | 152 | -8.1% | -5.0% | -7.2 | 152 | 1.2 | 73.8 | 72.6
41 | O=C(c1cc2ccccc2oc1=O)N(Cc1ccccc1)CC1CCCO1 (stereo not given) | 14.2 | 108 | / | / | -14.2 | 108 | 14.6 | 94.5 | 79.9
42 | CN1CCN(c2ccccc2NS(=O)(=O)c2ccc3c(c2)CCN3C(=O)C2CCC2)CC1 | 6.1 | 130 | / | / | -6.1 | 130 | / | / | /
43 | Cc1ccc(CNC(=O)CN2C(=O)C3(OCCCO3)c3ccccc32)cc1 | -5.6 | 208 | -12.9% | -3.2% | 5.6 | 208 | 8.0 | 82.9 | 74.9
44 | COc1cccc(NC(=O)CSc2nnc(-c3cccc(OC(C)C)c3)n2N)c1 | 0.8 | 84 | -13.6% | -25.7% | -0.8 | 84 | 3.2 | 92.3 | 89.1
45 | CCOC(=O)N1CCN(C(=O)CN(C2CCCCC2)S(C)(=O)=O)CC1 | -0.1 | 133 | -5.8% | -8.9% | 0.1 | 133 | -2.1 | 84.9 | 87.0
46 | C=CCn1c(SCc2nc3ccccc3[nH]2)nnc1-c1ccc(OC)cc1 | -10.3 | 133 | 9.4% | -21.5% | 10.3 | 133 | -17.6 | 87.3 | 104.9
47 | O=C(CCl)c1ccc(Cc2ncc(C(F)(F)F)cc2Cl)s1 | 7.6 | 184 | -11.8% | -6.0% | -7.6 | 184 | / | / | /
48 | COc1ccc(-c2nc(SCC(=O)Nc3cc(C)on3)n[nH]2)cc1 | 18.6 | 154 | 23.3% | -110.0% | -18.6 | 154 | / | / | /
49 | O=C(NCc1ccco1)c1ccc(N2CCCC2=O)cc1 | 29.5 | 128 | 3.8% | 1.8% | -29.5 | 128 | -5.3 | 101.4 | 106.8
50 | C=CCn1c(SCC(=O)/C(C#N)=C(\C)N)nc2sc(CC)cc2c1=O | -3.6 | 208 | -4.1% | / | 3.6 | 208 | -15.2 | 59.5 | 74.6
51 | CC(=O)c1c(C)oc2ccc(O)c(CN3CCOCC3)c12 | 14.6 | 160 | 8.0% | -19.9% | -14.6 | 160 | -7.8 | 91.9 | 99.7
52 | CC(C)OCC(O)CS(=O)(=O)Cc1ccccc1 (stereo not given) | 9.7 | 200 | 5.1% | -11.3% | -9.7 | 200 | 5.4 | 102.5 | 97.1
53 | O=C1CC(c2ccc(S(=O)(=O)NCc3ccccc3)cc2)CN1 (stereo not given) | -5.4 | 183 | 11.0% | 14.5% | 5.4 | 183 | 5.4 | 95.3 | 89.9
54 | CCCCn1nnnc1NCc1cccs1 | 7.6 | 131 | -3.3% | 8.2% | -7.6 | 131 | -1.4 | 90.1 | 91.5
55 | CCOC(=O)C1CCN(C(=O)CSc2ccc(Cl)cc2)CC1 | 8.0 | 141 | / | / | -8.0 | 141 | 12.7 | 104.4 | 91.7
56 | CC(=O)N1CCc2cc3nc(C)cc(C)c3cc21 | -6.5 | 128 | -3.1% | 0.0% | 6.5 | 128 | / | / | /
57 | CC(C)c1ccc(NC(=O)C2CCCCC2C(=O)O)cc1 (stereo not given) | / | / | -5.6% | 12.8% | / | / | -17.5 | 93.5 | 111.0
58 | CCN(CC)CCN1C(=O)C(=O)/C(=C(/O)c2ccccc2)C1c1ccccc1F (stereo not given) | 6.9 | 211 | -11.5% | -50.8% | -6.9 | 211 | 7.8 | 106.2 | 98.4
59 | CC(C)(CO)NCc1ccccc1OCC(=O)Nc1ccccc1 | 5.3 | 162 | -6.3% | 12.5% | -5.3 | 162 | 13.6 | 89.2 | 75.6
60 | CN(C)CCNc1ncnc2ccccc12 | 1.1 | 178 | 21.0% | 71.3µM* | -1.1 | 178 | 9.9 | 95.7 | 85.8
61 | O=C(CN(Cc1cccs1)C(=O)CNS(=O)(=O)c1ccc(F)cc1)NCc1ccco1 | 35.0 | 115 | 3.7% | 2.3% | -35.0 | 115 | 5.8 | 93.2 | 87.5
62 | O=C(CC(O)(C(F)(F)F)C(F)(F)F)Nc1ccc(Cl)c(Cl)c1 | 2.4 | 146 | -15.4% | 7.8% | -2.4 | 146 | -1.0 | 1.5 | 2.5
